PhoP inhibition = PhoP-dependent GFP reporter repression – Salmonella Typhimurium, primary screen (AID 1863); hit rate 0.16% among 300,000; inhibition, % at 50 µM, or IC50 in µM where a hit was titrated; S. Typhimurium PhoP-regulated promoter GFP reporter, 4 h; higher % means a stronger effect;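 active = inhibition over 29.93%, a cutoff 3 SD above the screen mean, later confirmed by dose response; inconclusive = inhibition over 29.93% but no dose response follow-up; inactive = inhibition at most 29.93% or unconfirmed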;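 note: 0% = low Mg2+ inducing control and 100% = high Mg2+ repressing control; strong numbers were not always called active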
PMI inhibition = MPI inhibition at elevated mannose 6-phosphate – biochemical, fluorescence intensity, high mannose 6-phosphate, primary screen (AID 1220) | inhibition, % at 20 µM; hits with a dose series show IC50 in µM | hit rate 0.66% among 190,000 | recombinant PMI enzyme, coupled fluorescence intensity; higher % means a stronger effect
RSV antiviral HEp-2 = inhibition of RSV-induced cytopathic effect – HEp-2 cells, primary 10 µM value included (AID 2391). hit rate 0.13% among 310,000. CPE inhibition, % at 10 µM; hits with a dose series show IC50 in µM. HEp-2 cells, RSV-induced CPE inhibition; higher % means a stronger effect; in the data active = a potency from the dose series; inconclusive = CPE inhibition mostly from about 23% at the one dose, without a potency; inactive = the rest, 99 in 100 with CPE inhibition below about 21%; note: strong numbers were not always called active
Large T inhibition = TAg ATPase/helicase activity blockers – biochemical (AID 1903). SV40 large T antigen ATPase/helicase inhibition assay; higher % means a stronger effect. one-dose inhibition, % at 20 µM; IC50 in µM for titrated hits. hit rate 0.39% among 310,000; in the data active = a potency from the dose series; inconclusive = inhibition mostly from about 32% at the one dose, without a potency; inactive = the rest, 99 in 100 with inhibition below about 32%; note: strong numbers were not always called active
ER stress rescue = rescue of cells from ER stress-induced death, primary screen, 384-well, CSM14.1, thapsigargin, ATP luminescence (AID 1222) | CSM14.1 thapsigargin-induced death rescue, ATP luminescence; higher % means a stronger effect | cellular ATP content (survival), % at 20 µM; hits with a dose series show EC50 in µM | 190,000 tested, under 10 active;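 active = EC50 below 50 µM in the dose-response confirmation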;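 note: death triggered by thapsigargin at about 15 µM added after 2 h compound pretreatment; cell ATP read after overnight thapsigargin exposure of roughly 18 to 22 hours; normalized against plate controls of thapsigargin alone and 5% DMSO vehicle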
Insulin prom up = MIN6 insulin promoter up-regulation | z-score at 5 µM | hit rate 0.3% among 190,000 | MIN6 insulin promoter-GFP reporter, high-content imaging; stronger effect = higher value;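 active = z-score above 3 at 5 µM with at least 500 cells counted in the well; inconclusive = wells under 500 cells, flagged as cytotoxic or low count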
human PMI inhibition = MPI enzyme activity inhibition – biochemical, fluorescence intensity, coupled assay, primary screen (AID 1209); purified PMI enzyme, coupled fluorescence intensity; higher % means a stronger effect; inhibition, % at 20 µM, or IC50 in µM where a hit was titrated; hit rate 0.42% among 190,000;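 note: plate controls were DMSO vehicle for no effect and wells lacking substrate for full effect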
West Nile antiviral = inhibition of WNV-induced cytopathic effect – cell-based, CPE readout (AID 1621). West Nile virus-infected cells, CPE inhibition; higher % means a stronger effect. one-dose CPE inhibition, % at 10 µM; IC50 in µM for titrated hits. hit rate 0.02% among 290,000; in the data active = a potency from the dose series; inconclusive = CPE inhibition mostly from about 3.7% at the one dose, without a potency; inactive = the rest, 99 in 100 with CPE inhibition below about 2.2%; note: strong numbers were not always called active
TNAP activators = human TNAP enzyme activators, primary screen, biochemical, luminescent, no phosphate acceptor, uHTS (AID 1001) | purified TNAP, luminescent activation assay, no phosphate acceptor; higher activation fold means a stronger effect | one-dose activation fold at 20 µM; EC50 in µM for titrated hits | hit rate 0.03% among 200,000; in the data active = activation fold from about 3, or a potency from the dose series; inactive = the rest, 99 in 100 with activation fold below about 1.6; note: many of its hits are not listed in these tables
Insulin prom up cell count = recorded beside Insulin prom up, whose call it bears; cell count; measured here: cytotoxicity, nuclei count;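 total cells summed across four imaged fields per well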
Active calls of the source: *. Cut-off read from the data, not from the text of the source, unless noted: active = inhibition above about 50%; inactive = the rest.

`CCOC(=O)C1=C(N)OC2=C(C(=O)CCC2)C1c1ccco1` (stereo not given) gave PhoP inhibition 9.3%, PMI inhibition 13.1%, RSV antiviral HEp-2 1.5%, Large T inhibition 15.7%, ER stress rescue -1.3%, Insulin prom up 0.7, human PMI inhibition 15.4%, West Nile antiviral 0.1%, TNAP activators 1.1 and Insulin prom up cell count 864.
`CC(C)(C)S(=O)(=O)/C(C#N)=N/Nc1ccc(S(C)(=O)=O)cc1` gave PhoP inhibition 8.5%, PMI inhibition 8.3%, RSV antiviral HEp-2 3.2%, Large T inhibition -7.7%, ER stress rescue -8.8%, human PMI inhibition -6.4%, West Nile antiviral -0.2% and TNAP activators 1.
For COc1ccc(-c2nc3ccccc3nc2-c2ccccc2)cc1OC the results were PhoP inhibition 5.2%, RSV antiviral HEp-2 3.1%, Large T inhibition 5.4% and West Nile antiviral 0.0%.
For O=C(c1ccc(C(F)(F)F)cc1)N1CCC(=O)N(C(CO)Cc2ccccc2)CC1 (stereo not given) the results were PhoP inhibition -2.5%, RSV antiviral HEp-2 0.2%, Large T inhibition 29.9% and West Nile antiviral -0.6%.
`CC(C)N1C(=O)CCC1C(=O)N1CCN(c2ccccn2)CC1` (stereo not given) gave PhoP inhibition 4.7%, PMI inhibition -3.3%, RSV antiviral HEp-2 -0.6%, Large T inhibition 10.0%, ER stress rescue -3.5%, Insulin prom up -0.13, human PMI inhibition -3.2%, TNAP activators 1.1 and Insulin prom up cell count 1314.
`COc1ccc(-c2csc(NC(=O)c3ccccc3Br)c2C(=O)O)cc1` gave PhoP inhibition -0.7%, RSV antiviral HEp-2 2.6%, Large T inhibition 9.2% and West Nile antiviral 1.7%.
Nc1nonc1-n1nnc(C(=O)N/N=C/c2ccoc2)c1CSc1ccc(Cl)cc1 was read as PhoP inhibition 9.9%, RSV antiviral HEp-2 4.7%, Large T inhibition 8.8% and West Nile antiviral 0.9%.
CCC12C(=O)C(CC)(C(c3ccccc3)=C1c1ccccc1)[C@@H]1C(=O)N(c3ccc(C)cc3)C(=O)C12 (stereo not given in full) was read as PhoP inhibition -13.8%, PMI inhibition 14.6%, RSV antiviral HEp-2 18.8%, Large T inhibition -3.1%, ER stress rescue -0.5%, Insulin prom up 0.36, human PMI inhibition 17.9%, West Nile antiviral -0.9%, TNAP activators 1 and Insulin prom up cell count 1378.
COC(=O)CN1C(=O)C2(OCCCO2)c2ccccc21 was read as PhoP inhibition 6.5%, PMI inhibition 5.7%, RSV antiviral HEp-2 1.0%, Large T inhibition -0.5%, ER stress rescue -0.8%, Insulin prom up 0.08, human PMI inhibition 6.2%, West Nile antiviral 0.7%, TNAP activators 1.1 and Insulin prom up cell count 980.
`CCOC(=O)[C@H](CCc1ccccc1)N[C@@H](C)C(=O)N1[C@H](C(=O)O)C[C@@H]2CCC[C@@H]21` gave PhoP inhibition -6.7%, RSV antiviral HEp-2 -0.3%, Large T inhibition 23.4% and West Nile antiviral -0.2%.
`Cc1nn(C)cc1S(=O)(=O)N1CCN(c2ccc(F)cc2)CC1` gave PhoP inhibition -6.5%, RSV antiviral HEp-2 2.1%, Large T inhibition 21.4% and West Nile antiviral -0.1%.
`CC(Cc1c[nH]c2ccccc12)NC(=O)OCCCl` (stereo not given) gave PhoP inhibition -6.8%, PMI inhibition -13.5%, RSV antiviral HEp-2 0.4%, Large T inhibition 0.8%, ER stress rescue -1.3%, Insulin prom up 0.43, human PMI inhibition -23.9%, West Nile antiviral -0.8%, TNAP activators 1 and Insulin prom up cell count 1198.
Screening N=c1n(CCCOc2ccc(F)cc2)c2ccccc2n1CC(N)=O returned PhoP inhibition 0.2%, RSV antiviral HEp-2 -1.7%, Large T inhibition 0.3%, Insulin prom up -0.41, West Nile antiviral -0.1% and Insulin prom up cell count 1065.
For COc1ccc(S(=O)(=O)CCC(=O)Nc2cccc(OC)c2)cc1 the results were PhoP inhibition -2.4%, PMI inhibition 11.5%, RSV antiviral HEp-2 1.2%, Large T inhibition 6.2%, ER stress rescue -2.5%, Insulin prom up 2.26, human PMI inhibition 5.4%, West Nile antiviral -0.7%, TNAP activators 1.1 and Insulin prom up cell count 1102.
Screening COc1ccc(OCC(=O)Nc2sc3c(c2C(=O)NCC2CCCO2)CCC3)cc1 (stereo not given) returned PhoP inhibition -7.6%, PMI inhibition 8.7%, RSV antiviral HEp-2 -0.5%, Large T inhibition 4.3%, ER stress rescue -0.1%, human PMI inhibition 15.7%, West Nile antiviral -0.4% and TNAP activators 1.
Screening Cc1ccc(S(=O)(=O)Nc2ncnc3ccccc23)cc1 returned PhoP inhibition 1.2%, RSV antiviral HEp-2 0.3%, Large T inhibition -6.3% and West Nile antiviral -0.4%.
For C#Cc1cccc(C(=O)N2CCCC(Nc3cccc(F)c3)C2)c1 (stereo not given) the results were PhoP inhibition -3.5%, RSV antiviral HEp-2 6.1%, Large T inhibition 0.6% and West Nile antiviral -0.4%.
Screening COC(=O)c1cc(C(=O)Nn2cnnc2)cc([N+](=O)[O-])c1 returned PhoP inhibition 2.7%, RSV antiviral HEp-2 2.7%, Large T inhibition 8.6% and West Nile antiviral -0.9%.
Screening CCCC(=O)O[C@@H]1C[C@@H](C)N(C(=O)c2ccccc2)c2ccc(C)cc21 returned PhoP inhibition 8.1%, PMI inhibition 2.8%, RSV antiviral HEp-2 9.9%, Large T inhibition 18.4%, ER stress rescue -0.1%, Insulin prom up -0.61, human PMI inhibition 4.0%, West Nile antiviral -0.5%, TNAP activators 1.1 and Insulin prom up cell count 1512.
For COc1ccc(OC)c(/C=C/C(=O)c2ccc3c(c2)OCCO3)c1 the results were PhoP inhibition 1.1%, RSV antiviral HEp-2 0.9%, Large T inhibition 9.2% and West Nile antiviral 1.6%.

Three records drawn at random from those above:
Screening Cc1ccc(S(=O)(=O)Nc2ncnc3ccccc23)cc1 returned PhoP inhibition 1.2%, RSV antiviral HEp-2 0.3%, Large T inhibition -6.3% and West Nile antiviral -0.4%.
`Cc1nn(C)cc1S(=O)(=O)N1CCN(c2ccc(F)cc2)CC1` gave PhoP inhibition -6.5%, RSV antiviral HEp-2 2.1%, Large T inhibition 21.4% and West Nile antiviral -0.1%.
For COc1ccc(S(=O)(=O)CCC(=O)Nc2cccc(OC)c2)cc1 the results were PhoP inhibition -2.4%, PMI inhibition 11.5%, RSV antiviral HEp-2 1.2%, Large T inhibition 6.2%, ER stress rescue -2.5%, Insulin prom up 2.26, human PMI inhibition 5.4%, West Nile antiviral -0.7%, TNAP activators 1.1 and Insulin prom up cell count 1102.

Other compounds.
O=C(O)c1cccc(N2CCCC2)c1 was read as PhoP inhibition -7.8%, PMI inhibition 2.6%, RSV antiviral HEp-2 0.9%, Large T inhibition 17.6%, ER stress rescue -3.4%, Insulin prom up -0.17, human PMI inhibition 8.9%, West Nile antiviral 0.6%, TNAP activators 1.1 and Insulin prom up cell count 1243.
O=S(=O)(NC1c2cccc3cccc(c23)C1Sc1ncccn1)c1ccc(Cl)cc1 (stereo not given) was read as PhoP inhibition -7.3%, PMI inhibition 10.8%, RSV antiviral HEp-2 inconclusive, Large T inhibition 13.9%, ER stress rescue 2.2%, Insulin prom up -0.19, human PMI inhibition 13.8%, West Nile antiviral -1.7%, TNAP activators 0.9 and Insulin prom up cell count 1243.
COc1ccc(-c2nc3c(c(SCC(=O)Nc4cccc(O)c4)n2)Cc2c(CO)cnc(C)c2O3)cc1 was read as PhoP inhibition -2.3%, RSV antiviral HEp-2 -1.7%, Large T inhibition 29.3% and West Nile antiviral -0.3%.
CCc1ccc(N2CCN(C(=O)N3CCOCC3)CC2)cc1 was read as PhoP inhibition -7.1%, PMI inhibition -2.7%, RSV antiviral HEp-2 0.2%, Large T inhibition 4.3%, ER stress rescue -0.6%, Insulin prom up -1.26, human PMI inhibition -2.3%, West Nile antiviral -0.5%, TNAP activators 1.1 and Insulin prom up cell count 1467.
`Cc1c(C(=O)NC2CCCCC2)oc2c1C(=O)CC(C)(C)C2` gave PhoP inhibition -5.3%, PMI inhibition 12.5%, RSV antiviral HEp-2 -0.9%, Large T inhibition 1.8%, ER stress rescue -0.7%, Insulin prom up 0.13, human PMI inhibition 20.5%, West Nile antiviral -0.6%, TNAP activators 1.1 and Insulin prom up cell count 1229.
For CC(=O)Nc1ccc(NC(=O)C2CCCN2C(=O)NCc2ccccc2)cc1 (stereo not given) the results were PhoP inhibition -3.8%, RSV antiviral HEp-2 1.4%, Large T inhibition 12.6% and West Nile antiviral 0.0%.
For Cc1cc(C(C)(C)C)cc(C)c1N the results were PhoP inhibition -4.3%, PMI inhibition -17.2%, RSV antiviral HEp-2 2.0%, Large T inhibition 3.1%, ER stress rescue -0.3%, Insulin prom up -0.04, human PMI inhibition -16.5%, West Nile antiviral 0.1%, TNAP activators 1 and Insulin prom up cell count 1291.
Screening CNC(=S)N/N=C/c1cn(CCOc2cccc(OC)c2)c2ccccc12 returned PhoP inhibition 4.6%, PMI inhibition -10.2%, RSV antiviral HEp-2 2.0%, Large T inhibition 10.0%, ER stress rescue -4.4%, Insulin prom up -0.13, human PMI inhibition -5.3%, West Nile antiviral -1.4%, TNAP activators 1 and Insulin prom up cell count 929.
CSC(=NS(=O)(=O)c1ccc(C)cc1)SC was read as PhoP inhibition 24.0%, PMI inhibition -10.1%, RSV antiviral HEp-2 0.3%, Large T inhibition 4.8%, ER stress rescue 0.0%, Insulin prom up 0.73, human PMI inhibition -11.7%, West Nile antiviral 0.1%, TNAP activators 1.1 and Insulin prom up cell count 1152.
Screening Clc1ccc(-n2cc(COCc3ccccc3)nn2)cc1 returned PhoP inhibition 7.7%, PMI inhibition -3.6%, RSV antiviral HEp-2 0.4%, Large T inhibition -2.7%, ER stress rescue -1.4%, Insulin prom up -0.78, human PMI inhibition 0.3%, West Nile antiviral -0.3%, TNAP activators 1 and Insulin prom up cell count 1307.
`Cc1cc(C)n(CCC(=O)N/N=C/c2ccccc2O)n1` gave PhoP inhibition -6.7%, PMI inhibition -3.8%, RSV antiviral HEp-2 -0.2%, Large T inhibition -1.9%, ER stress rescue 0.3%, Insulin prom up 0.64, human PMI inhibition 4.7%, West Nile antiviral -0.6%, TNAP activators 1.5 and Insulin prom up cell count 1546.
Screening O=S(=O)(NC1CCCCCC1)c1cccc2cccnc12 returned PhoP inhibition -5.0%, PMI inhibition -0.2%, RSV antiviral HEp-2 3.3%, Large T inhibition 8.6%, ER stress rescue 1.4%, Insulin prom up -1.53, human PMI inhibition 8.2%, West Nile antiviral -0.2%, TNAP activators 1.1 and Insulin prom up cell count 1479.
For O=C(CCC1CCCCC1)Nc1cccnc1 the results were PhoP inhibition -2.0%, PMI inhibition -5.2%, RSV antiviral HEp-2 2.2%, Large T inhibition 2.3%, ER stress rescue -0.4%, Insulin prom up 0.07, human PMI inhibition -2.5%, West Nile antiviral 0.4%, TNAP activators 1.1 and Insulin prom up cell count 1005.
